WRN helicase inh = qHTS for Inhibitors of WRN Helicase; Bifunctional 3'-5' exonuclease/ATP-dependent helicase WRN (Homo sapiens), Q14191; WRN helicase unwinding, fluorescent forked duplex, kinetic; Potency, µM (series often up to 114 µM), without a hit: top-dose activity change, negative = inhibition, most hits filed as inhibitors; 360,000 tested, 0.46% active; AID 651768, 2012; also: potency is read from the fitted curve at half-maximal effect; % is scaled to controls: 0 for no effect and ±100 for the full control effect; nearly all actives have a fitted effect of over 55% in size
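WRN at 20 nM final was preincubated with compound for 15 min at room temperature; reaction started with 100 nM forked duplex oligonucleotide carrying fluorophore and quencher plus 2 mM ATP (final). Unwinding followed kinetically by red fluorescence (ex 525/em 598 nm).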
CCT chaperon mod = High-Throughput Screening for Modulators of Cytosolic Chaperonin Activity | purified chaperonin ATPase assay, HTRF ADP detection, 30 min | activity change, % (test concentration not listed), hits read low | 360,000 tested, 0.3% active; in the data active = activity change below about -30%; also: % is scaled to controls: 0 for no effect and ±100 for the full control effect
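TRiC at 40 or 20 nM final (batch-dependent) in 30 mM Tris pH 7.4, 100 mM KCl, 5 mM MgCl2, 1 mM DTT, with compound at single 76 uM and 10 uM ATP, 30 min at 37 deg C. ADP detected by HTRF Transcreener, 665/615 ratio.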
Mm-Cpn inhibitor = Inhibitors of TCP-1 ring complex (TRiC) of Methanococcus maripaludis (MmCpn): qHTS; Chaperonin Mm-Cpn (Methanococcus maripaludis); purified Mm-Cpn ATPase, ADP Transcreener TR-FRET; Potency, µM (series often up to 76.9 µM), inactives show at the highest dose activity, negative = inhibition, usual class: inhibitors; 330,000 tested, 0.031% active; AID 504842, 2011; also: potency is read from the fitted curve at half-maximal effect; % is scaled to controls: 0 for no effect and ±100 for the full control effect; nearly all actives have a fitted effect of over 80% in size
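Quantitative HTS used 25 nM Mm-CPN and 10 uM ATP in magnesium/KCl Tris buffer, pH 7.4, with 1 mM DTT. Hydrolysis ran 30 min at 37°C; ADP was read by HTRF.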
EPAC1 antag = qHTS for Antagonist of cAMP-regulated guanine nucleotide exchange factor 3 (EPAC1): primary screen; 360,000 tested, 0.14% active; AID 720709, 2013; EPAC1 GEF assay, Rap1b-BODIPY-GDP exchange fluorescence; Potency, µM (titrated, usually from 115 µM), inactives show top-dose activity change, negative = inhibition, usual class: inhibitors; Rap guanine nucleotide exchange factor 3 (Homo sapiens), O95398;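 also: potency is read from the fitted curve at half-maximal effect; plate controls were vehicle for no effect and positive control for full effect; nearly all actives have a fitted effect of over 50% in size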
PLK1 PBD block = qHTS for Inhibitors of PLK1-PDB (polo-like kinase 1 - polo-box domain): Primary Screen; Plk1 PBD binding of FITC phosphopeptide, fluorescence polarization; AID 720504, 2013; Potency, µM, without a hit: max response, negative = inhibition, actives largely listed as inhibitors; 360,000 tested, 2.8% active; Serine/threonine-protein kinase PLK1 (Homo sapiens), P53350; also: potency is read from the fitted curve at half-maximal effect; series mostly up to about 57 µM; % is scaled to controls: 0 for no effect and ±100 for the full control effect; nearly all actives have a fitted effect of over 65% in size
Target sequence (P53350 whole entry, looked up, the tested form may be a part): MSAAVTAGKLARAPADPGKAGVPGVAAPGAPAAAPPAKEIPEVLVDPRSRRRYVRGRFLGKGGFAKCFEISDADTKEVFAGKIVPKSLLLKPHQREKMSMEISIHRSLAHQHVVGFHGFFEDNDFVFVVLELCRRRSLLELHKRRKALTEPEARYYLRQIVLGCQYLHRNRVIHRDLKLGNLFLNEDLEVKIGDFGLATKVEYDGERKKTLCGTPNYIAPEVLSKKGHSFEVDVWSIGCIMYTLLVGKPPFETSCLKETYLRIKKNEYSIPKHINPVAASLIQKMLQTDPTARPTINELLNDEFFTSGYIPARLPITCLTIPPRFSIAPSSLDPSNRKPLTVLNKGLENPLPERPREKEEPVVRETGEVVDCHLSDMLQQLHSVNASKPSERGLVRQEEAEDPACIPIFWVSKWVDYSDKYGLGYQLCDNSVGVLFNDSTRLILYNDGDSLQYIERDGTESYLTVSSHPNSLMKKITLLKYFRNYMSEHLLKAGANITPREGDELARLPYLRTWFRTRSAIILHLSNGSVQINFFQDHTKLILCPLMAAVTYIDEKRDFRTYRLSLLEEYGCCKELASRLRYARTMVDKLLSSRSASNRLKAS
PI5P4K alpha inh = qHTS for Inhibitors of phosphatidylinositol 5-phosphate 4-kinase (PI5P4K) | PI5P4Kalpha enzyme, ADP-Glo luminescence, 60 min; stronger effect = lower value | 330,000 tested, 1.2% active | Phosphatidylinositol 5-phosphate 4-kinase type-2 alpha (Homo sapiens), P48426 | max response, %; active = max response of -50% or lower; inconclusive = between -30% and -50%; inactive = -30% or higher; also: value at the top dose of about 77 µM; % is scaled to controls: 0 for no effect and ±100 for the full control effect
Target sequence (P48426 whole entry, looked up): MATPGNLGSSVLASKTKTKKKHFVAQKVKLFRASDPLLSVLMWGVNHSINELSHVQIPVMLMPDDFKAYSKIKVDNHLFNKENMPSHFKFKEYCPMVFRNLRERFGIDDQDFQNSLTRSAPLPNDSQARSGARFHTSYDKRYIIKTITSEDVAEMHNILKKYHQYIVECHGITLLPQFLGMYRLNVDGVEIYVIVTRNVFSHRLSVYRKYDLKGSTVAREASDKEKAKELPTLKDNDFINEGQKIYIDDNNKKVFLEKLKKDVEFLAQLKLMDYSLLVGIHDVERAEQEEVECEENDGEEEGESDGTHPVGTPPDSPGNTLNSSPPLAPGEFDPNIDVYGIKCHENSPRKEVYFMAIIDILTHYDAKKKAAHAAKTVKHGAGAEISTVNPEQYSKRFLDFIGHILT
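Single end-point luminescence (ADP-Glo) quantified ADP from PI5P4Kalpha turnover; ATP 5 microM final, 1 h at RT, 0.1% CHAPS and 0.28 mM EGTA in HEPES pH 7.4.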
EPAC2 antag = qHTS for Antagonist of cAMP-regulated guanine nucleotide exchange factor 2 (EPAC2): primary screen; Rap guanine nucleotide exchange factor 4 (Homo sapiens), Q8WZA2; EPAC2 GEF exchange of Rap1B-BODIPY-GDP, fluorescence; Potency, µM (doses to about 114 µM), for inactives: at the top dose activity, negative = inhibition, most hits filed as inhibitors; 360,000 tested, 0.18% active; also: potency is read from the fitted curve at half-maximal effect; % is scaled to controls: 0 for no effect and ±100 for the full control effect; nearly all actives have a fitted effect of over 45% in size; many of its hits are not listed in these tables
EPAC1 agonist = qHTS for Agonist of cAMP-regulated guanine nucleotide exchange factor 3 (EPAC1): primary screen; EPAC1 agonist qHTS, biochemical assay; response scale: 100% = response to 6.5 mM cAMP; Potency, µM (top dose mostly 154 µM), inactives show at the highest dose activation, most hits filed as activators; 360,000 tested, 0.073% active; also: potency is read from the fitted curve at half-maximal effect; nearly all actives have a fitted effect of over 60% in size
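Nucleotide exchange by EPAC1 (100 nM) on Rap1B–BODIPY-GDP (250 nM) in the presence of 50 uM GDP is tracked fluorescently at 480/540 nm over 30 min. Signals are normalized to a 6.5 mM cAMP control.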
The depositor's hits bear a star; ? = inconclusive; · = not tested or not shown; [ ] = another dose, or the depositor's remark. Unless noted, calls follow the shape of the dose curve; as a rule, active = well fitted curve in the direction sought with a large enough effect; inconclusive = small, poorly fitted or top-dose-only effect, or another doubt; inactive = no such curve, though single readings can be large; an effect the other way counts as inactive or inconclusive. Not all compounds are listed; rates above refer to the full screens.

SMILES | WRN helicase inh | CCT chaperon mod | Mm-Cpn inhibitor | EPAC1 antag | PLK1 PBD block | PI5P4K alpha inh | EPAC2 antag | EPAC1 agonist
CCOC(=O)c1ccc(NC(=S)NNC(C)(C)C)cc1 | -1% | 0.4 | 1% | -4% | -8% | -4 | 6% | -15%
Cc1ccc(S(=O)(=O)NCC(=O)N(CC2CCCO2)C(C(=O)NC2CCCCC2)C(C)C)cc1 (configuration not stated) | -2% | 1.4 | 1% | 9% | 0% | -4 | 1% | 1%
Cc1ccc(NC(=S)NNC(=O)CSc2nc3ccccc3c(=O)n2-c2ccc(C)cc2)cc1 | -13% | 0.9 | -5% | 10% | -19% | -10 | 11% | 8%
CCOC(=O)N1CCN(C(=O)CN(C2CCCCC2)S(=O)(=O)c2ccc(F)cc2)CC1 | 2% | -0.7 | 2% | 14% | -11% | · | 2% | -4%
CC(OC(=O)c1cccc(-n2cnnn2)c1)C(=O)Nc1ccc(F)cc1Cl (configuration not stated) | -3% | 1.0 | 0% | -20% | -6% | 1 | 16% | 4%
Oc1[nH]c(=S)sc1C=C1N=c2ccccc2=N1 | -18% | -0.6 | -9% | -29% | -4% | -21 | -25% | 0%
CCC(C)C(=O)Nc1ccccc1N1CCN(c2ccc(F)cc2)CC1 (configuration not stated) | -1% | -4.2 | 0% | -9% | 6% | 0 | -4% | -1%
Cc1ccc(NC(=O)NC2CCCCC2)c(C)c1 | -5% | -1.3 | 1% | 8% | -2% | 1 | 13% | -4%
CC(C)C(=O)Nc1ccc(C(=O)c2ccccc2)cc1 | -5% | -1.3 | -10% | 8% | -6% | · | -3% | 2%
S=c1[nH]nc(-c2cc(-c3ccccc3)n[nH]2)n1/N=C/c1ccccc1 | -5% | 1.0 | 2% | -3% | -21% | -9 | -1% | 8%
Cc1ccccc1OC(=O)C1C(c2ccccc2)C(C(=O)O)C1c1ccccc1 (configuration not stated) | 4% | 1.0 | 0% | -2% | -22% | 1 | -5%[57.1 µM] | 0%
Cc1cc(OCC(=O)N2CCC(C(N)=O)CC2)c2c(C)c(C)c(=O)oc2c1 | -9% | 0.4 | 1% | 18% | -1% | 1 | 8% | -9%
Cc1c(Cl)cccc1NC(=O)C1CCN(c2cnccn2)CC1 | 8% | -2.0 | -2% | 10% | -9% | 1 | 9% | 3%
COc1ccc(-n2nnc3c(=O)n(CC(=O)N4CCCc5ccccc54)cnc32)cc1 | -1% | -4.5 | 3% | 19% | -6% | -5 | 5% | -26%
Cc1cc(C(=O)CCC(=O)N2CCN(c3ccccc3)CC2)c(C)s1 | 2% | -1.1 | -2% | -4% | 4% | 1 | 7% | 1%
O=C(CSc1n[nH]c(=O)[nH]c1=O)N/N=C/c1ccccc1O | -13% | 1.4 | 1% | -6% | 4% | -27 | 5% | 6%
COc1cc(C2Oc3ccccc3C=C2[N+](=O)[O-])cc(OC)c1OC (configuration not stated) | -1% | 1.2 | -9% | -24% | 4.2µM* | -2 | 16% | -6%
Cc1ccccc1-c1cnc(C(O)c2cc(Cl)cc(Cl)c2)[nH]1 (configuration not stated) | -3% | 0.5 | · | -12% | -6% | 1 | ? | 3%
N#C/C(=C\c1ccc(Br)s1)C(=O)N1CCN(c2ccccc2)CC1 | -3% | 5.5 | 2% | 3% | -7% | 4 | -3% | 6%
COC(=O)[C@H](C)NC(=O)NCc1ccc(S(N)(=O)=O)cc1 | 14% | -3.5 | -4% | -5% | -10% | 0 | 3% | 4%
CC(=O)Nc1ccc(CCCCc2ccc(NC(C)=O)cc2)cc1 | 0% | 0.6 | · | 3% | 2% | 0 | 16% | -2%
CCN(CC)CCn1c2ccc(Cl)cc2c2nc(C)sc21 | -8% | 0.6 | -1% | -4% | -6% | · | -2% | 10%
O=C(Nc1ccc(N=Nc2ccccc2)c(NC(=O)C2CCCO2)c1)C1CCCO1 (configuration not stated) | -14% | -2.1 | 1% | ? | -5% | 2 | -4% | -2%
O=C(N/C(=C\c1ccc(Br)cc1)C(=O)N1CCOCC1)c1ccco1 | 3% | 0.7 | -1% | -18% | -4% | -7 | 3% | 7%
O=C(COC(=O)COc1ccc(Cl)cc1Cl)NC1CCCC1 | -4% | 2.5 | 0% | -11% | -2% | 3 | 8% | ?
O=C(COC(=O)CNC(=O)c1cccc(Br)c1)Nc1nnc(-c2ccccc2)o1 | -13% | 3.1 | -1% | -4% | -1% | 6 | -1% | 9%
CCC(C)(C(=O)NC1CCCC1)N(C(=O)CC1NC(=O)NC1=O)c1ccc(C)cc1 (configuration not stated) | -1% | 0.1 | 1% | -1% | -1% | -1 | 11% | -3%
CS(=O)(=O)c1sc2nc(-c3ccccc3)cc(-c3ccccc3)c2c1N | -17% | -0.4 | 0% | 2% | -28% | -14 | -1% | 5%
COC(=O)NC1(C(F)(F)F)C(=O)Nc2c1c(=O)n(C)c(=O)n2C (configuration not stated) | 1% | -1.3 | -1% | -2% | -10% | 2 | 0% | 6%
Cc1ccsc1C(=O)OCC(=O)N1CCN(C(=O)c2ccco2)CC1 | -4% | -1.4 | 3% | -7% | -6% | 0 | -2% | 0%
CCn1ncc(C2=NOC(C(=O)NCc3ccc(OC)cc3)C2)c1C (configuration not stated) | 1% | 0.6 | -14% | 5% | 0% | · | 6% | -3%
COc1ccccc1CNC(=O)C(NC(=O)c1ccccc1C)C(C)C (configuration not stated) | 0%[57.1 µM] | -2.0 | -1% | -5% | -14% | 0 | 3% | 6%
CC(=O)c1ccc(N2CCN(C3CCC(C(C)(C)C)CC3)CC2)cc1 (configuration not stated) | -16% | 1.8 | 0% | 0% | -3% | 14 | 0% | 6%
O=C(O)c1ccc(NC(=S)NC(=O)c2cccnc2)cc1 | 10% | 0.4 | -1% | 4% | -2% | -1 | 6% | -2%
O=C1c2cccc3c([N+](=O)[O-])ccc(c23)C(=O)N1Cc1cccnc1 | -13% | -1.2 | 3% | -9% | ? | 1 | -1% | 13%
O=C(CCS(=O)(=O)Cc1ccccc1)Nc1ccc2c(c1)OCCO2 | 0% | -4.8 | -8% | -16% | -7% | 0 | 3% | 13%
O=C(/C=C/c1ccc2ccccc2c1)c1ccoc1 | -6% | -8.4 | -1% | -19% | -10% | 4 | 0% | -12%
Cc1ccc2c(c1)[C@H]1[C@H](CO2)[C@H](c2ccccc2)[C@]2(C)C(=O)N(Cc3ccccc3)CC(=O)N12 | -3% | 0.2 | -4% | -16% | -18% | 5 | 2% | -5%
CCN(CC)CCNC(=O)c1ccc(NC(=O)c2ccc(C(=O)c3ccccc3)cc2)cc1 | 1% | 1.9 | 1% | 4% | 3% | 8 | 2% | -5%
CNC(=S)N/N=C(\C)c1ccccc1 | -27% | -0.4 | 2% | -3% | -7% | 6 | 12% | -4%
Cc1[nH]c(C)c(S(=O)(=O)NCc2ccc(F)cc2)c1C(=O)N1CCCC1 | 10% | -1.4 | -1% | -23% | -11% | 1 | 3% | 3%
COc1ccc(N2CCN(c3ccc(NC(=O)/C=C\C(=O)O)cc3)CC2)cc1 | -3% | -0.5 | -2% | 0% | 4% | -11 | 1% | 3%
O=C(COCCOCC(=O)N(c1ccccn1)C1CCCCC1)N(c1ccccn1)C1CCCCC1 | -2% | 0.1 | -7% | 0% | 1% | 5 | 14% | -3%
CCNC(=O)c1cccc(NC(=O)CN2C(=O)NC3(CCCCC3)C2=O)c1 | 1% | -0.6 | -4% | 2% | -4% | 8 | 3% | 8%
O=C(COC(=O)c1cnc(Cl)c(Cl)c1)NCc1ccc2c(c1)OCO2 | 5% | -0.3 | -1% | -2% | -9% | 8 | 2% | 3%
CN1C(=S)SC(N(O)C(=O)Nc2cccc3ccccc23)C1(C)C (configuration not stated) | -5%[57.1 µM] | -0.5 | -2% | -1% | ? | 9 | -8% | 14%
O=C(N/N=C/c1ccc(O)cc1O)/C(=C/c1ccccc1)CCO | -10% | -35* | -1% | 2% | -3% | -5 | -5% | -1%
CCN(C(=O)c1ccc(Cl)cc1[N+](=O)[O-])c1ccccc1C | -5% | -7.9 | 1% | 14% | -3% | 11 | -3% | 5%
COc1cc(NC(=O)CSc2nnc(-c3ccncc3)o2)cc(OC)c1OC | -2% | 0.6 | 5% | 7% | 4% | -4 | -1% | -2%
Oc1cccc(Nc2ncnc3ccccc23)c1 | -8% | -2.6 | 3% | 0% | -3% | · | 7% | 3%
The listing continues.
SMILES | WRN helicase inh | CCT chaperon mod | Mm-Cpn inhibitor | EPAC1 antag | PLK1 PBD block | PI5P4K alpha inh | EPAC2 antag | EPAC1 agonist
Cc1cccc(C)c1N1C(=O)c2ccccc2NC(=O)C1C(=O)NCCc1ccccc1 (configuration not stated) | 2% | · | · | -2% | -10% | 1 | 3% | -7%
CC(=O)Nc1ccc(NC(=O)CCCSc2nc3ccccc3[nH]2)cc1 | 4% | -1.7 | 0% | 30%[activator] | -18% | 2 | -3% | 7%
COc1cc(SC)ccc1C(=O)Nc1ccc(Cl)cn1 | -1% | -3.0 | -2% | 10% | -11% | -8 | 10% | 5%
COc1ccc(C(O)c2nc(-c3ccoc3)cs2)cc1 (configuration not stated) | -4% | -1.6 | · | -4% | -8% | 2 | 0% | -15%
CCO[C@H]1OC(C(=O)N2CCN(Cc3ccc4c(c3)OCO4)CC2)=C[C@@H](c2ccccc2)[C@@H]1CCCO | 0% | 0.9 | · | 2% | -7% | 1 | 8% | 5%
CCC(=O)Nc1c(C(=O)N2CCN(c3ccccn3)CC2)cnn1-c1ccc(Cl)cc1 | 3% | -57* | 1% | -8% | -2% | 3 | 7% | 6%

2 entries drawn at random from those above, as already listed:
SMILES | WRN helicase inh | CCT chaperon mod | Mm-Cpn inhibitor | EPAC1 antag | PLK1 PBD block | PI5P4K alpha inh | EPAC2 antag | EPAC1 agonist
Cc1ccc(NC(=S)NNC(=O)CSc2nc3ccccc3c(=O)n2-c2ccc(C)cc2)cc1 | -13% | 0.9 | -5% | 10% | -19% | -10 | 11% | 8%
COc1cc(NC(=O)CSc2nnc(-c3ccncc3)o2)cc(OC)c1OC | -2% | 0.6 | 5% | 7% | 4% | -4 | -1% | -2%
